Screens as filed in PubChem BioAssay.
Fluorescein fluor – compound autofluorescence in fluorescein spectral region. Compound autofluorescence, 480/540 nm, fluorescein-equivalent; active compounds read high. 59,000 tested, 0.91% active. max fluorescein-equivalent concentration, M; in the data active = max fluorescein-equivalent concentration above about 10 nM; inconclusive = between about 1.1 nM and that limit
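Library compounds, added at multiple concentrations to pH 8.0 Tris buffer (100 mM), incubate 15 min at room temperature before CCD imaging at 480 nm excitation and 540 nm emission.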
Caspase-7 inhib – allosteric or competitive inhibitors of human caspase-7; P55210; recombinant caspase-7, Ac-DEVD-AFC fluorescence rate; Potency, µM (top dose mostly 57.5 µM), inactives show at the highest dose activity change, negative = inhibition, hits mostly inhibitors; 75,000 tested, 0.02% active; AID 889; active = well fitted inhibition curve with a large enough effect in the main read-out, with a control signal flat, not every such curve was filed as active; inconclusive = small, poorly fitted or top-dose-only effect, or a change in a side signal; also: potency is read from the fitted curve at half-maximal effect; % of control where 0% means no effect
FLuc inh – firefly luciferase inhibition; AID 411; P08659; purified firefly luciferase, luminescence, 8 min; Potency, µM (doses to about 57.1 µM), for the others: top-dose activity change, negative = inhibition, most hits filed as inhibitors; 72,000 tested, 2.2% active; also: potency is read from the fitted curve at half-maximal effect; % is scaled to controls: 0 for no effect and ±100 for the full control effect; nearly all actives have a fitted effect of over 40% in size
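Inhibition of light generation by firefly luciferase from ATP and luciferin was profiled with concentration-response curves per sample, ATP held at 10 uM within the enzyme's linear range. Plates were read by luminescence after an 8-minute ambient incubation.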
HADH2 inh – HADH2 (human) dehydrogenase inhibition. recombinant HADH2, NADH fluorescence, beta-hydroxybutyryl-CoA. 73,000 tested, 3.4% active. Potency, µM (highest dose often 57.1 µM), for inactives: at the top dose activity change, negative = inhibition, actives largely listed as inhibitors. AID 886; also: potency is read from the fitted curve at half-maximal effect; % is scaled to controls: 0 for no effect and ±100 for the full control effect; nearly all actives have a fitted effect of over 60% in size; many of its hits are not listed in these tables
Target sequence (Q99714 whole entry, looked up, one chain of several): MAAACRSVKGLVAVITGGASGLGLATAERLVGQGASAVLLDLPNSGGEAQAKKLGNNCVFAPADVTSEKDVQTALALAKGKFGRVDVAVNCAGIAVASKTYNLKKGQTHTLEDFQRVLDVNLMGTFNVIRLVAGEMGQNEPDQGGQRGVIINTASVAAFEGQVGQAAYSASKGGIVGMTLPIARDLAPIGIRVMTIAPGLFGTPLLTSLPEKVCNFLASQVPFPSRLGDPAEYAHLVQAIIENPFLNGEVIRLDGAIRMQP
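Read-out: 360 nm excitation, 450 nm emission, kinetic over 4 min. Conditions: His-tagged human HADH2 20 nM, pH 9.0 Tris with Tween-20, 1 mM NAD+, 90 uM beta-hydroxybutyryl-CoA.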
Rhodamine autofl – rhodamine region autofluorescence; Rhodamine-region fluorescence, 547/598 nm, Tris buffer; active compounds read high; max dye-equivalent concentration, M; 59,000 tested, 0.05% active; in the data active = max dye-equivalent concentration above about 11 nM; inconclusive = between about 1.1 nM and that limit
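Steps: pin-transfer compounds into pH 8.0 Tris (100 mM), hold 15 min at room temperature, image with a 547/598 nm filter pair, and convert intensities to rhodamine-equivalent concentration using a six-point on-plate rhodamine series.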
ERK AVP block – vasopressin-driven ERK pathway inhibition. HEK293-V1b, vasopressin-stimulated pERK AlphaScreen. Potency, µM (top dose mostly 57.5 µM), inactives show at the highest dose activity, negative = inhibition, hits mostly inhibitors. 72,000 tested, 0.99% active. AID 995; also: potency is read from the fitted curve at half-maximal effect; % is scaled to controls: 0 for no effect and ±100 for the full control effect; nearly all actives have a fitted effect of over 55% in size
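Overnight-seeded V1b-HEK293 cells in 1% FBS got compound, then vasopressin (25 nM final, 5 min, 37C), then lysis buffer. AlphaScreen detection of phospho-ERK; activity normalized to basal and full-stimulation controls.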
USP2a inhib – blocks human ubiquitin-specific protease USP2a; 60,000 tested, 0.1% active; O75604; Potency, µM (series often up to 38.3 µM), inactives show at the highest dose activity change, negative = inhibition, most hits filed as inhibitors; USP2a enzymatic assay, qHTS inhibition; AID 927;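 also: potency is read from the fitted curve at half-maximal effect; nearly all actives have a fitted effect of over 60% in size; plate controls were DMSO for no effect and NEM full inhibition control for full effect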
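Inhibition is measured in a cell-free coupled assay with 20 nM USP2 core, 20 nM Ub-PLA2 and 20 uM NBD C6-HPC, 2.5 h incubation. Activity normalized to NEM control.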
Texas Red fluor – compounds fluorescent in Texas Red spectral region. 59,000 tested, 0.06% active. max dye-equivalent concentration, M. AID 587. Compound fluorescence, Texas Red channel, 547/618 nm; active compounds read high; in the data active = max dye-equivalent concentration above about 10 nM; inconclusive = between about 1.1 nM and that limit
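Compound fluorescence was read after 15 min at room temperature in 100 mM Tris, pH 8.0, using 547 nm excitation and 618 nm emission across a concentration series. It was expressed as Texas Red dye-equivalent concentration from an on-plate standard curve.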
Tau filament bind – binds recombinant human tau filaments | P10636 | 71,000 tested, 2% active | AID 596 | recombinant tau filaments, thioflavin S fluorescence, 15 h; filaments grown with octadecylsulfate alongside compound | Potency, µM (doses to about 57.1 µM), without a hit: top-dose activity change, negative = inhibition;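 also: potency is read from the fitted curve at half-maximal effect; % is scaled to controls: 0 for no effect and ±100 for the full control effect; actives lower thioflavin S fluorescence by blocking filaments or displacing dye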
Target sequence (P10636 whole entry, looked up): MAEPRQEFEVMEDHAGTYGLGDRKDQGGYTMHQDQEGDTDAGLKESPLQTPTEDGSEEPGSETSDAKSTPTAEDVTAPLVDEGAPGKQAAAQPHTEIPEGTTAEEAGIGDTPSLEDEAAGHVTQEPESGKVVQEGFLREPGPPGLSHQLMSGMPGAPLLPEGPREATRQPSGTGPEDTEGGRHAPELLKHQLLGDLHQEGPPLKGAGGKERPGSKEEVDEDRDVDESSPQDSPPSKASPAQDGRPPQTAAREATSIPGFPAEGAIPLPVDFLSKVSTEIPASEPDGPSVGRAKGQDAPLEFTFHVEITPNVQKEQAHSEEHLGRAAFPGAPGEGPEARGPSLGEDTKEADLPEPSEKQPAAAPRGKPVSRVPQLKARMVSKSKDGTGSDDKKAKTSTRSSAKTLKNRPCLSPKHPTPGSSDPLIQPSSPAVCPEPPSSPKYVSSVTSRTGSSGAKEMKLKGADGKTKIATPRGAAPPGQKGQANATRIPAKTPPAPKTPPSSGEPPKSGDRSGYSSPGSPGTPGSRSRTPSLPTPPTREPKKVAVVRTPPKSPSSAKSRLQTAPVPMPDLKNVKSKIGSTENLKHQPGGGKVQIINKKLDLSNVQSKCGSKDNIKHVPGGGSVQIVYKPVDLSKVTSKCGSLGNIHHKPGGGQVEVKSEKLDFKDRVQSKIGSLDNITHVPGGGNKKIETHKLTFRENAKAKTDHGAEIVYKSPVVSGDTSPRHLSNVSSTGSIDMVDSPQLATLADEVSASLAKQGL
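Recombinant tau protein (human, 1 uM final) plus 30 uM ODS in HEPES pH 7.4 with NaCl, DTT and thioflavine S. Compound present from the start; fluorescence at 510 nm after 15 h, 37 C.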
HEK293 cAMP cs – raises cAMP in parental HEK293 cells, TSHR agonist counter-screen | AID 938 | Potency, µM (highest dose often 57.1 µM), for inactives: at the highest dose activation, hits mostly activators | parental HEK293 CNG cAMP sensor, membrane potential fluorescence | 73,000 tested, 2.5% active; also: potency is read from the fitted curve at half-maximal effect; % of control where 0% means no effect; nearly all actives have a fitted effect of over 55% in size
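Counterscreen for endogenous-receptor signalling: CNG-channel HEK 293 cells report cAMP rise by membrane depolarization. After 60 min dye equilibration with 100 uM RO 20-1724, compounds incubated 30 min before bottom-read fluorescence at 590 nm.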
Caspase-1 inhib – caspase-1 (human) inhibition, allosteric or competitive | P29466 | Caspase-1 enzyme, Ac-WEHD-AFC fluorogenic rate | Potency, µM (doses to about 57.5 µM), without a hit: top-dose activity change, negative = inhibition, actives largely listed as inhibitors | 75,000 tested, 0.03% active;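 also: potency is read from the fitted curve at half-maximal effect; plate controls were vehicle for no effect and no substrate for full effect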
* marks the source's active call; other numbers are inactive results; i = inactive; ? = inconclusive; . = not tested or not shown; & = joins results of further samples; [ ] = dose if it differs, or a comment. Unless noted, calls follow the shape of the dose curve; as a rule, active = well fitted curve in the direction sought with a large enough effect; inconclusive = small, poorly fitted or top-dose-only effect, or another doubt; inactive = no such curve, though single readings can be large; an effect the other way counts as inactive or inconclusive. Not all compounds are listed (hit frequency here may not be typical).

SMILES	Fluorescein fluor	Caspase-7 inhib	FLuc inh	HADH2 inh	Rhodamine autofl	ERK AVP block	USP2a inhib	Texas Red fluor	Tau filament bind	HEK293 cAMP cs	Caspase-1 inhib
Cc1c(OCC(F)(F)F)ccnc1CS(=O)c1nc2ccccc2[nH]1 (stereo unspecified)	?	-2.6%	-7.7%[25.5 µM]	?	i	-17.1%	2.4%	i	-1.2%[25.6 µM]	?	1.9%
Cc1cc(C)n2c(Br)c(CN3CC4CC(C3)c3cccc(=O)n3C4)nc2n1 (stereo unspecified)	.	1.5%	-0.4%	-5.6%	.	.	.	.	-8.2%	2.3%	-3.7%
COc1cc(-c2ccc(N)c(OC)c2)ccc1N	.	-2.8%	.	31.6µM*	.	-27.4%	.	.	-10.7%	-19.8%	-0.7%
NC[C@H](CP(=O)(O)O)c1ccc(Cl)cc1	?	3.2%	0.8%&-3.2%	-11.8%&9.6%	i	22.5%	6.2%	i	?	2.2%&3.2%	1.7%
COc1ccc(C(=O)OC2C[C@H]3CC[C@@H](C2)N3C)cc1OC (stereo partly specified)	?	1.1%[25.7 µM]	9.8%[25.5 µM]	-1.0%[25.6 µM]	i	-4.1%[25.7 µM]	-10.9%[17.1 µM]	i	1.7%[25.6 µM]	26.2%[25.6 µM]	-0.1%[25.7 µM]
CCCCCCn1c(=O)c(C(=O)Nc2ccncc2)c(O)c2ccccc21	.	-0.1%	0.3%	-7.1%	.	-11.8%	1.9%	.	19.2%	-1.1%	-2.0%
CC(C)(O)/C=C\C(=O)[C@](C)(O)[C@H]1[C@H](O)C[C@]2(C)[C@@H]3CC=C4[C@@H](C=C(O)C(=O)C4(C)C)[C@]3(C)C(=O)C[C@@]12C	i	-2.2%[11.5 µM]	0.3%[11.4 µM]	-0.6%[11.4 µM]	i	14.7%[11.5 µM]	.	i	13.8%[11.4 µM]	-3.3%[11.4 µM]	0.9%[11.5 µM]
CCCCN1CCC(C#N)(Nc2ccccc2)CC1	?	-0.3%	3.0%	2.4%	i	1.2%	1.0%	i	4.8%	3.5%	3.1%
CCOC(=O)C1=C(C)OC(N)=C(C#N)C12C(=O)Nc1ccc(C)cc12 (stereo unspecified)	i	-1.7%	3.5%	-5.3%	i	5.8%	?	i	2.5%	-5.9%	-1.2%
CC(C)[C@@H]1CN[C@H](C(=O)O)[C@@H]1CC(=O)O	.	-1.6%	-1.8%	2.4%	.	-3.6%	.	.	?	18.3%	-9.1%
COc1ccccc1-n1c(O)c(C=Nc2c(C)n(C)n(-c3ccccc3)c2=O)c(=O)[nH]c1=O	i	-1.7%	0.1%	10.2%	i	-6.9%	-9.7%	i	-1.6%	14.2%	-2.6%
O=C(CCCN1CCC2(CC1)C(=O)N(Cc1cccc(F)c1)CN2c1ccccc1)c1ccc(F)cc1	.	-9.2%	-2.1%	-5.0%	.	?	.	.	-64.7%	-37.0%[inhibitor]	-3.9%
O=c1[nH]c(=O)n(CCC2=CCCCC2)c(O)c1C=NCc1cccnc1	i	-0.6%	2.5%	2.1%	i	-3.6%	-7.0%	?	3.9%	0.1%	1.4%
CC(=O)Nc1ccc(S(=O)(=O)N2CCSC2c2ccc(C)cc2)cc1 (stereo unspecified)	i	-0.5%	-3.0%	3.4%	i	?	20.2%	i	10.1%	25.9%	-1.5%
O=C1NC(=O)C(CCc2ccncc2)(c2ccccc2)C(=O)N1	i	1.1%	-3.1%	-2.9%	i	-1.0%	-7.3%	i	33.3%	0.9%	0.7%
Cc1cc(C)c(C2=NOC(O)(C(F)(F)F)C2)c(=O)[nH]1 (stereo unspecified)	?	-2.5%	0.6%	0.7%	i	23.2%	-3.2%	i	-4.3%	-0.3%	0.3%
COc1ccc(C(CC(=O)N2CCC3(CC2)OCCO3)NS(=O)(=O)c2ccc(OC)cc2)cc1 (stereo unspecified)	i	-1.8%	0.8%	3.1%	i	-2.4%	8.4%	i	2.8%	-2.1%	-0.3%
FC(F)(F)c1ccc2c(c1)ncn2C1CCN(Cc2nnnn2C2CCCCC2)CC1	i	-1.6%	0.3%	15.1%	i	-3.1%	21.0%	i	7.3%	9.5%	1.9%
O=C(c1cc(Br)ccc1Cl)N1CCC2(CC1)OCCO2	?	-0.2%	-4.1%	7.5%	i	-16.1%	-5.4%	i	7.2%	7.0%	0.2%
O=P(O)(O)C#Cc1ccccc1	.	-0.3%	-2.3%	6.0%	.	23.4%	-5.5%	.	8.6%	5.6%	1.1%
CN(C)c1ccc2c(c1)N=C(c1ccco1)OP2(=S)N1CCOCC1 (stereo unspecified)	?	-1.2%	-4.1%	7.94µM*	i	3.4%	4.9%	i	-19.6%	25.2%	-1.9%
Cc1cc(Cc2cc(C)c(N)cc2N)c(N)cc1N	?	?	0.9%[11.4 µM]	-9.1%[11.4 µM]	i	-14.0%[11.5 µM]	.	i	195.7%[11.4 µM]	0.2%[11.4 µM]	-12.5%[11.5 µM]
CC(=NCc1ccc(F)cc1)c1c(O)n(C)c(=O)n(C)c1=O	i	0.4%	0.5%	-0.8%	i	-3.6%	4.6%	i	1.1%	16.8%	1.3%
Cc1ccc(Cn2nnnc2CN2CCC(n3nnc4ccccc43)CC2)cc1	i	-0.5%	-1.7%	-2.4%	i	-21.3%	.	i	-8.2%	27.6%	-1.1%

Quoted at random: 2 compounds from above.
SMILES	Fluorescein fluor	Caspase-7 inhib	FLuc inh	HADH2 inh	Rhodamine autofl	ERK AVP block	USP2a inhib	Texas Red fluor	Tau filament bind	HEK293 cAMP cs	Caspase-1 inhib
CN(C)c1ccc2c(c1)N=C(c1ccco1)OP2(=S)N1CCOCC1 (stereo unspecified)	?	-1.2%	-4.1%	7.94µM*	i	3.4%	4.9%	i	-19.6%	25.2%	-1.9%
O=C1NC(=O)C(CCc2ccncc2)(c2ccccc2)C(=O)N1	i	1.1%	-3.1%	-2.9%	i	-1.0%	-7.3%	i	33.3%	0.9%	0.7%

Following part:
SMILES	Fluorescein fluor	Caspase-7 inhib	FLuc inh	HADH2 inh	Rhodamine autofl	ERK AVP block	USP2a inhib	Texas Red fluor	Tau filament bind	HEK293 cAMP cs	Caspase-1 inhib
COc1ccc2c(c1)CC1(CN2C)C(=O)NC(=O)N(c2ccc(F)cc2)C1=O (stereo unspecified)	?	-4.5%	4.0%	-29.8%	i	-3.8%	12.4%	i	20.4%	11.9%	-3.2%
NC(=NCCc1ccc(I)cc1)SCCCc1cnc[nH]1	.	2.4%	0.9%	9.2%	.	-14.0%	.	.	-21.8%	?	0.3%
C[N+](C)(C)CC#CCN1CCCC1=O	i	-2.2%&1.8%	0.6%&3.0%	-2.3%&-8.2%	i	?	2.1%	i	1.5%&-8.7%	10.6%	0.3%&2.8%
OCCNc1c2c(nc3ccccc13)CCCC2	?	0.4%	1.6%	6.5%	i	-0.8%	-7.0%	i	3.3%	15.4%	-1.8%
Cc1cc(-c2cc(C)c(N)c(C)c2)cc(C)c1N	.	-1.4%	.	-7.9%	.	-15.4%	.	.	-9.8%	-4.2%	-1.4%
CCC(=NCCN1CCOCC1)c1c(O)n(-c2ccccc2C)c(=O)[nH]c1=O	i	0.4%	-0.2%	3.16µM*	i	-3.1%	-4.1%	?	2.5%	-3.4%	0.5%
COc1cc(Br)cc(CN2CCN(C)CC2)c1O	.	-0.4%	1.4%	-1.0%	.	19.8%	-15.4%	.	13.0%	10.8%	-2.7%
CN1[C@@H]2CCC[C@H]1CC(=O)C2	?	0.9%[25.7 µM]	9.4%[25.5 µM]	-6.6%[25.6 µM]	i	?	-3.0%[17.1 µM]	i	-8.1%[25.6 µM]	-4.2%[25.6 µM]	0.4%[25.7 µM]
Cc1c(C(=O)c2ccc3ccccc3c2)c2cccc3c2n1[C@H](CN1CCOCC1)CO3	.	-5.1%	-0.8%	-6.5%	.	-14.7%	.	.	?	28.5%	-1.0%
COc1ccc(N2C(=O)C(Cl)=C(N3CCN(Cc4ccccc4)CC3)C2=O)cc1	i	-4.3%	3.6%	-10.5%	i	?	-0.9%	?	-4.3%	7.9%	-6.5%
COCC(=O)N1CCC2(CCCN(Cc3ccncc3)C2)CC1	i	-29.0%	-1.3%[11.4 µM]	11.5%	i	1.9%	-6.6%	i	57.1%	-2.0%	?
CCC[N+](=O)[O-]	.	-0.3%	.	-10.5%	.	15.4%	.	.	5.7%	-2.5%	-3.4%
c1ccc(CCCN2CCN(CCOC(c3ccccc3)c3ccccc3)CC2)cc1	?	-0.8%&-0.3%	1.5%&1.2%	?	i	?	-3.2%	i	-6.5%&11.8%	9.8%&12.8%	-2.5%&2.1%
